Assay outcomes from PubChem.
Insulin prom up – MIN6 insulin promoter up-regulation; AID 1625; MIN6 insulin promoter-GFP reporter, high-content imaging; stronger effect = higher value; actives 0.3% (n = 190,000); z-score at 5 µM;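 active = z-score above 3 at 5 µM with at least 500 cells counted in the well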
Myeloid diff 2 – promotes myeloid progenitor differentiation | ER-HoxA9 myeloid progenitors, lysozyme-GFP differentiation, flow cytometry | calls only at 10 µM | actives 1% (n = 360,000) | AID 624256;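 active = normalized GFP-positive differentiation at or above the plate's own cutoff, the solvent-only control mean plus 3 SD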;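 also: cells exposed to compound for four days before flow analysis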
West Nile virus CPE – West Nile virus antiviral activity, cell-based, CPE readout (AID 1621) | West Nile virus-infected cells, CPE inhibition; higher % means a stronger effect | CPE inhibition, % at 10 µM; hits with a dose series show IC50 in µM | actives 0.02% (n = 290,000); in the data active = a potency from the dose series; also: strong numbers were not always called active
Autophagy mod – alters autophagy in cells; MEF GFP-LC3 puncta imaging; test concentration mostly 10 µM; actives 0.98% (n = 190,000); AID 463193; calls only at 10 µM (by protocol);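 active = percentage of spot-positive cells more than 3 SD above its plate mean, without a fluorescence outlier flag or 80% toxicity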;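 also: spot-positive cell cutoff set from DMSO-treated cells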
Lipid droplet – modulators of hepatic lipid droplet formation; AML12 mouse hepatocytes, oleate lipid droplets, BODIPY imaging; inhibition, % at 6.5 µM; actives 0.4% (n = 240,000);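 active = lipid droplet intensity inhibited by at least 50%, with more than 500 cells counted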
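material = mouse AML12 hepatocyte cell line, fixed after treatment | also added = 100 µM oleic acid challenge | doses = compound at 6.5 µM only | schedule = overnight exposure | technique = Image-based BODIPY and DAPI two-channel analysis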
MT stabilizer – stabilizes microtubules in HeLa cells | HeLa tubulin immunostaining HCS, 24 h; share of cells brighter than vehicle mean+2SD | % tubulin-high responders, % at 10 µM | actives 0.83% (n = 200,000) | AID 2205;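 active = plate Z-score above 3 for both tubulin-high and condensed-nucleus cell shares, with cell loss under 80%, at 10 µM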;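 also: anti alpha tubulin signal scored within the nucleus-defined area of each cell; some results filed as inactive read as strong as hits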
T cell HTS – T cell immune modulation candidate | actives 0.068% (n = 330,000) | 2C CD8+ T cell-vesicle binding, flow cytometry; stronger effect = lower value | calls only at 7 µM;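 active = response, share of CD8 T cells binding vesicles, and their 90th percentile fluorescence all below set limits, cut at about 80% in these data, passing the limit was not always enough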
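Also added: QL9-peptide-loaded Drosophila micro-vesicles bearing Ld, ICAM-1 and B7-1; Test system: purified 2C TCR transgenic mouse naive CD8+ T cells; Measured by: cytometric PE anti-B7-1 and Alexa647 anti-CD8 signals after 1% paraformaldehyde fixation; Timing: binding step 1.5 h, 37 °C, antibody labelling 20 min, ice.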
b-catenin transl – alters nuclear translocation of beta-catenin in HeLa cells; nuclear translocation activity, % at 5 µM; actives 0.3% (n = 190,000); immunofluorescence imaging;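 active = nuclear translocation activity above 50% at 5 µM, with a well cell count of 50 or more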;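 also: per-cell ratio of nuclear to cytoplasmic median beta-catenin stain intensity; plate controls were DMSO negative control for no effect and GSK-3 inhibitor IX positive control for full effect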
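Technique: fluorescence imaging of beta-catenin antibody stain plus DAPI / Material: human HeLa cell line / Incubation: compound treatment 24 h, 37°C, 5% CO2 / Read-out basis: % activation of per-cell nuclear versus cytoplasmic median beta-catenin signal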
WT yeast gro inh – growth inhibition of WT yeast, mitochondrial fusion screen; mitochondrial fusion phenotypic screen, WT strain; inhibition, % at 10 µM; actives 2.1% (n = 190,000); in the data active = inhibition above about 58%; tested in S. cerevisiae
WT yeast gro inh mutant strain – also measured in WT yeast gro inh; calls as there; inhibition, %; mitochondrial fusion phenotypic screen, mutant strain inhibition
Insulin prom up cell count – also measured in Insulin prom up; calls as there; cell count; measured here: cytotoxicity, nuclei count;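 total cells summed across four imaged fields per well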
Lipid droplet cells 6.5 µM – also measured in Lipid droplet; calls as there; cell count; measured here: cell count, cytotoxicity flag;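 cells counted across two imaged fields per well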
b-catenin transl cell count 5 µM – also measured in b-catenin transl; calls as there; cell count; measured here: cell count, cytotoxicity flag
T cell HTS vesicle-bound % – further read-out of T cell HTS, marked with its call; double positive events, %; measured here: CD8+ vesicle-bound cell fraction;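 binding gate set so that unloaded-vesicle control wells show 10% double positive cells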
MT stabilizer Hoechst-high % – recorded beside MT stabilizer, whose call it bears; % Hoechst-high responders; measured here: nuclear condensation Hoechst responders;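 share of cells brighter than vehicle mean plus two SD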
MT stabilizer cytotoxicity % – further read-out of MT stabilizer, marked with its call; toxicity, %; measured here: cytotoxicity by cell density;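 0% = mean cell density of plate MIN control wells and 100% = no cells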
Autophagy mod cell loss 18 h – recorded beside Autophagy mod, whose call it bears; toxicity, %; measured here: cell loss, nuclei count;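 cell loss after 18 h compound exposure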
Myeloid diff 2 GFP+ MAC1+ % – second read-out of Myeloid diff 2, no call of its own (marks repeat the call); GFP+ MAC1+ double positive, %; measured here: differentiation confirmed by MAC1 staining
Active calls of the source: *; i = inactive; nt = no result given.

Fields – Insulin prom up	Insulin prom up cell count	Myeloid diff 2	Myeloid diff 2 GFP+ MAC1+ %	West Nile virus CPE	Autophagy mod	Autophagy mod cell loss 18 h	Lipid droplet	Lipid droplet cells 6.5 µM	MT stabilizer	MT stabilizer Hoechst-high %	MT stabilizer cytotoxicity %	T cell HTS	T cell HTS vesicle-bound %	b-catenin transl	b-catenin transl cell count 5 µM	WT yeast gro inh	WT yeast gro inh mutant strain
COC(=O)c1cn(NC(=O)Cc2ccc(Cl)c(Cl)c2)c(=O)c2ccccc12
    -0.41	1189	i	0.0	-0.7%	i	6	1	705	1.1	4.2	6.3	i	4	0.4	603	4	-14
CCc1nc2sc(C(C)=O)c(N)c2c2c1CCCC2
    0.07	1117	i	0.2	0.0%	nt	nt	6	736	nt	nt	nt	i	21	-1.2	1307	nt	nt
OC1CCN(C(=S)NCCc2ccccc2)CC1
    -0.61	1016	i	3.2	0.4%	i	0	-2	773	1.2	1.2	6.5	i	21	-0.2	1204	-4	-6
COc1ccc(N(CC(=O)Nc2cc([N+](=O)[O-])ccc2C)S(C)(=O)=O)cc1OC
    -0.1	1163	i	0.6	0.1%	nt	nt	-7	713	nt	nt	nt	i	28	0.5	1331	nt	nt
Cc1ccc(S(=O)(=O)NNC(=O)C2Cc3c(ccc4ccccc34)O2)cc1 (stereo not drawn)
    nt	nt	i	1.0	-1.5%	i	6	nt	nt	0.8	2.4	11	i	36	nt	nt	9	13
COc1ccc(NC(=O)Cc2c(F)c(F)c(F)c(F)c2F)cc1OC
    0.3	852	i	0.2	-0.2%	nt	nt	4	659	nt	nt	nt	i	34	-0.3	1348	nt	nt
O=S(=O)(c1ccc2ccccc2c1)N1CCN(C(=S)Nc2ccc(F)cc2)CC1
    nt	nt	i	1.2	-1.2%	i	-3	-15	611	5.5	3.1	14	i	32	5.4	684	20	3
COC(=O)c1nc(NC(=O)c2ccc(Br)cc2)n[nH]1
    -0.41	1304	i	1.3	0.4%	i	-16	3	752	1.2	1.3	5.0	i	46	0.6	1235	-3	6
COc1cc(C=O)ccc1OCc1ccccc1Br
    0.07	1180	i	0.8	0.4%	i	-1	-2	698	3.3	2.4	8.3	i	15	1.3	585	-13	-10
Cc1ccc(/C=C2/SC(=Nc3ccc(F)cc3)NC2=O)s1
    nt	nt	i	0.6	-0.1%	nt	nt	0	827	nt	nt	nt	i	57	nt	nt	nt	nt
Nc1nc(NCC(=O)O)nc(N2CCCCCC2)c1[N+](=O)[O-]
    nt	nt	i	0.4	-0.5%	nt	nt	-9	811	nt	nt	nt	i	23	nt	nt	nt	nt
O=C1CSC(c2ccccc2)N1CCc1ccccc1 (stereo not drawn)
    nt	nt	i	0.5	-0.7%	nt	nt	4	803	nt	nt	nt	i	56	nt	nt	nt	nt
O=C(OCC(=O)N1CCN(C(=O)c2ccco2)CC1)c1cccc(O)c1
    nt	nt	i	0.0	-0.2%	nt	nt	0	792	nt	nt	nt	i	7	nt	nt	nt	nt
COc1ccccc1CNC(=O)CCS(=O)(=O)c1ccc2c(c1)CC(C)N2C(=O)C1CC1 (stereo not drawn)
    nt	nt	i	3.1	-0.2%	nt	nt	-2	624	nt	nt	nt	i	31	nt	nt	nt	nt
Cc1cccc(C(=O)NCCNC(=O)c2cnccn2)c1
    nt	nt	i	1.1	0.3%	nt	nt	4	822	nt	nt	nt	i	37	nt	nt	nt	nt
Cc1cc(NCc2ccccc2Cl)n2nnnc2n1
    0.97	1078	i	0.9	-0.2%	i	-6	1	611	3.3	2.4	9.2	i	29	0.2	930	28	23

Fetched one by one from above:
Fields – Insulin prom up	Insulin prom up cell count	Myeloid diff 2	Myeloid diff 2 GFP+ MAC1+ %	West Nile virus CPE	Autophagy mod	Autophagy mod cell loss 18 h	Lipid droplet	Lipid droplet cells 6.5 µM	MT stabilizer	MT stabilizer Hoechst-high %	MT stabilizer cytotoxicity %	T cell HTS	T cell HTS vesicle-bound %	b-catenin transl	b-catenin transl cell count 5 µM	WT yeast gro inh	WT yeast gro inh mutant strain
COc1ccc(NC(=O)Cc2c(F)c(F)c(F)c(F)c2F)cc1OC
    0.3	852	i	0.2	-0.2%	nt	nt	4	659	nt	nt	nt	i	34	-0.3	1348	nt	nt
Cc1ccc(S(=O)(=O)NNC(=O)C2Cc3c(ccc4ccccc34)O2)cc1 (stereo not drawn)
    nt	nt	i	1.0	-1.5%	i	6	nt	nt	0.8	2.4	11	i	36	nt	nt	9	13

3 entries out of the list above, sorted by their value in West Nile virus CPE, high to low:
Molecule | West Nile virus CPE
Cc1cccc(C(=O)NCCNC(=O)c2cnccn2)c1 | 0.3%
COc1ccccc1CNC(=O)CCS(=O)(=O)c1ccc2c(c1)CC(C)N2C(=O)C1CC1 (stereo not drawn) | -0.2%
COC(=O)c1cn(NC(=O)Cc2ccc(Cl)c(Cl)c2)c(=O)c2ccccc12 | -0.7%

Quoted from the results shown for reference:
Fields – Insulin prom up	Insulin prom up cell count	Myeloid diff 2	Myeloid diff 2 GFP+ MAC1+ %	West Nile virus CPE	Autophagy mod	Autophagy mod cell loss 18 h	Lipid droplet	Lipid droplet cells 6.5 µM	MT stabilizer	MT stabilizer Hoechst-high %	MT stabilizer cytotoxicity %	T cell HTS	T cell HTS vesicle-bound %	b-catenin transl	b-catenin transl cell count 5 µM	WT yeast gro inh	WT yeast gro inh mutant strain
Cc1cccc(C(=O)NCCNC(=O)c2cnccn2)c1
    nt	nt	i	1.1	0.3%	nt	nt	4	822	nt	nt	nt	i	37	nt	nt	nt	nt
Cc1cc(NCc2ccccc2Cl)n2nnnc2n1
    0.97	1078	i	0.9	-0.2%	i	-6	1	611	3.3	2.4	9.2	i	29	0.2	930	28	23
